PfGluPho inh – PfG6PD (Plasmodium falciparum) enzyme inhibition; PfGluPho enzyme, NADPH resazurin-diaphorase fluorescence; hit rate 0.78% among 350,000; inhibition, % at 20 µM; AID 504690;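 active means inhibition reaching at least a set limit at 20 µM in the primary screen, cut at about 59% in these data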;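 further: 0% = DMSO wells with substrate and 100% = DMSO wells lacking glucose-6-phosphate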
SENP8 block-1 – blocks the human protease SENP8. Q96LD8. purified SENP8, Z-RLRGG-aminoluciferin cleavage, luminescence. inhibition, % at 10 µM. hit rate 1.2% among 330,000. AID 2540; in the data active means inhibition above about 50%
Target sequence (Q96LD8 whole entry, looked up): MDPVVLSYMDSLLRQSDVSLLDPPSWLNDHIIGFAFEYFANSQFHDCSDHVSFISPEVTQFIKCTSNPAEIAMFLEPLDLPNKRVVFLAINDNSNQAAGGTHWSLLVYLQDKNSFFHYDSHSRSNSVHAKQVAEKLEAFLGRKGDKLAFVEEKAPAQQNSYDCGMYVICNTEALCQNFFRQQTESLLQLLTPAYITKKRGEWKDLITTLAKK
SENP1 FRET inh – SENP1 (human) catalytic domain inhibition | hit rate 0.21% among 360,000 | inhibition, % at 10 µM | Q9P0U3 | recombinant SENP1 catalytic domain, CyPet-SUMO1-YPet FRET cleavage | AID 624204;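 active means inhibition at least 30% at 10 µM, raw YFP signal under a set limit, fluorescence ratio 0.5 to 1.5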;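 further: 0% = enzyme with DMSO and 100% = no enzyme wells; some results filed as inactive read as strong as hits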
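Assay system: hSENP1 catalytic domain, recombinant. Amount: SENP1 enzyme, 20 pM final. Schedule: 50 min reaction, RT, dark. Technique: FRET, CFP and YFP emission. Control set: no-enzyme wells low, DMSO-plus-enzyme wells high control.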
SENP7 inh – SENP7 protease inhibition; Q9BQF6; recombinant SENP7, Z-RLRGG-aminoluciferin luminescence, 40 min; inhibition, % at 5 µM; hit rate 1.5% among 330,000; AID 434973;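 active means inhibition above about 50% at the single test dose, limit read from the data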;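 further: plate controls were DMSO with enzyme for no effect and no enzyme buffer wells for full effect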
Target sequence (Q9BQF6 706-1050 limits assumed): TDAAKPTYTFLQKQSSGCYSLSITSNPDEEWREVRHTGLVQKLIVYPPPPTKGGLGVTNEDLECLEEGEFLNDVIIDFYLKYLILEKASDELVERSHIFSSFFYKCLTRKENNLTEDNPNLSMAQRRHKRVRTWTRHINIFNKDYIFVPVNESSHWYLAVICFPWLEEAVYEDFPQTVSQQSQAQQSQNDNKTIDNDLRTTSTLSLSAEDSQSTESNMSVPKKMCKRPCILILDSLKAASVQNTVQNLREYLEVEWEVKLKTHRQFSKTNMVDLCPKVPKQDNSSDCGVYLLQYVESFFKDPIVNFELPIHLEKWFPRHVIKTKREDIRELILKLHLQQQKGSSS
HKDC1 inhibitor – HKDC1 (human) hexokinase inhibition; recombinant HKDC1, G6PDH/diaphorase resazurin coupled fluorescence; inhibition, % at 20 µM; hit rate 0.16% among 340,000;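 active means inhibition above about 35% when tested at 20 µM, limit read from the data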;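 further: plate controls were DMSO wells with enzyme for no effect and DMSO wells lacking enzyme for full effect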
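Material: recombinant HKDC1 hexokinase; Amount: HKDC1 at 5 µg/mL; Medium: Tris pH 8.0 buffer with MgCl2, Tween-20, BSA, BME; Schedule: 90 min reaction incubation at room temperature, dark; Technique: coupled resazurin fluorescence, excitation 525 nm, emission 613 nm.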
SENP8 block-2 – blocks human SENP8 cleavage of Nedd8 substrate | Q96LD8 | recombinant SENP8, Nedd8 substrate fluorescence | inhibition, % at 20 µM | hit rate 0.64% among 360,000 | AID 602440; in the data active means inhibition mostly above about 40%, no sharp cut-off; inactive means mostly below about 27%
Apaf-1 inh – inhibitors of human Apaf-1 apoptosome. inhibition, % at 20 µM. hit rate 0.71% among 330,000. AID 489030. O14727. reconstituted apoptosome caspase-3 activity, DEVD-Rh110 fluorescence; active means inhibition of at least 40% at 20 µM;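 further: plate controls were DMSO wells for no effect and DEVD-CHO caspase inhibitor wells for full effect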
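Material: reconstituted apoptosome with Apaf-1, cytochrome c, caspase-9, procaspase-3, dATP / Buffer or medium: pH 7.5 Hepes buffer with CHAPS, BSA, DTT / Also added: cytochrome c with DEVD-Rh110 / Schedule: compound with Apaf-1, dATP, procaspase-3 30 min, then 50 min reaction, room temperature / Technique: rhodamine 110 fluorescence at Ex 480/Em 540 nm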
SENP6 inh – SENP6 protease inhibition. AID 2599. Recombinant SENP6 catalytic domain, aminoluciferin luminescence. hit rate 1.8% among 330,000. inhibition, % at 10 µM. Q9GZR1;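 active means inhibition above about 50% at the single tested dose, limit read from the data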;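 further: plate controls were DMSO wells with enzyme for no effect and DMSO wells lacking enzyme for full effect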
Target sequence (Q9GZR1 628-1112 limits assumed): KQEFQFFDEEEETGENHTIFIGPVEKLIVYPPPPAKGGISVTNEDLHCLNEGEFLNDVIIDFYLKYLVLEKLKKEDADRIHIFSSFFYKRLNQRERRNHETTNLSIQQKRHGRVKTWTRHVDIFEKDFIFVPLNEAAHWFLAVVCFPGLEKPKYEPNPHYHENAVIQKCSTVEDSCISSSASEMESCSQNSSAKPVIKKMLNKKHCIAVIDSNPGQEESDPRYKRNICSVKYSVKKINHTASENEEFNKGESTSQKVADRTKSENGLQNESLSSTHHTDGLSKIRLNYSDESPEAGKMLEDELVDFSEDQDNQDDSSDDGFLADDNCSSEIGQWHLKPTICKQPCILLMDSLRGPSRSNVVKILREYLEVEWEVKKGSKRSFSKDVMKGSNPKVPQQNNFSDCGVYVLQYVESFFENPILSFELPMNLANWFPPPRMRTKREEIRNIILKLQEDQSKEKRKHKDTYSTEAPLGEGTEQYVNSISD
Active calls of the source: *; nt = not tested or not shown.

SMILES	PfGluPho inh	SENP8 block-1	SENP1 FRET inh	SENP7 inh	HKDC1 inhibitor	SENP8 block-2	Apaf-1 inh	SENP6 inh
CNC(=S)N(Cc1cccs1)Cc1cc2ccc(OC)cc2[nH]c1=O	16.9	-5.6	0.0	2.6	2.5	-30.3	3.8	-8.1
O=S1(=O)c2ccc(Br)cc2N2CCC[C@@H]2CN1Cc1ccc(Cl)cc1	62.9*	nt	1.3	nt	-1.1	-0.2	nt	nt
O=c1[nH]nc(SCCS(=O)(=O)c2ccc(F)cc2)n1-c1ccccc1C(F)(F)F	-2.5	1.2	-1.6	-5.4	-2.5	20.3	3.4	-38.8
COc1ccc([C@H]2CC(=O)C=C(c3cccc(C#N)c3)C2)cc1	9.3	2.2	2.4	10.1	3.4	5.9	14.7	0.7
Nc1nnc(-c2ccncc2)s1	-7.5	3.1	3.9	-0.4	6.2	-222.6	-10.2	-1.7
CCC(=O)N1CCc2cc(Br)cc(S(=O)(=O)NCc3ccco3)c21	9.8	-1.0	-0.8	-3.5	-2.8	17.7	2.1	-6.4
CC(=O)c1cccc(NC(=O)CN2C(=O)C3C4C=CC(C4)C3C2=O)c1 (stereo unspecified)	-0.3	0.5	0.2	3.9	-10.6	7.9	-16.3	-5.8
CCN(CC)S(=O)(=O)c1ccc(C(=O)Nc2ccc(OCC(=O)N3CCOCC3)cc2)cc1	-8.9	-6.8	0.1	-4.8	-4.0	15.6	1.0	15.3
O=C(/C=C/c1cccs1)Nc1nncs1	-2.2	1.5	0.8	19.6	-3.4	0.9	-25.2	24.3
FCCCOc1ccc(-c2ccnc(-c3ccccc3)n2)cc1	23.4	5.4	-0.4	10.3	5.6	4.6	17.9	1.8
COc1ccc(C(O)Cn2c(=N)n(CCCN(C)C)c3ccccc32)cc1 (stereo unspecified)	-4.4	0.6	0.9	-3.5	-1.5	28.1	6.9	-0.6
CN(c1ccccc1)S(=O)(=O)c1ccc(C(=O)NNC(=O)c2ccccc2F)cc1	-14.2	0.3	3.6	2.7	-3.0	8.6	-8.6	-5.2
COc1ccnc(CSC(N)=Nc2ccccc2C(F)(F)F)c1	40.5	-9.0	1.8	-2.5	-7.7	-2.9	2.4	-18.0
CCCc1nnc(NC(=O)CCC(=O)O)s1	11.0	3.9	1.2	-3.0	-6.0	5.3	-0.2	4.4
CCCN(C(=O)CSc1ncnc2sccc12)c1c(N)n(Cc2ccccc2)c(=O)[nH]c1=O	15.8	-4.5	-19.8	4.2	-4.6	-20.5	-0.7	-16.6
N#Cc1c(Nc2ccccc2)sc(C(=O)C2CC2)c1N	5.7	-2.1	0.8	1.6	-15.6	8.9	2.8	7.8
Clc1cccc(-c2cc3nc4c(c(N5CCOCC5)n3n2)CCCC4)c1	25.5	-1.8	-1.9	-3.0	3.6	-200.6	20.7	1.6
Cc1cc(C(=O)O)oc(=O)c1	-14.9	-10.7	-2.3	6.8	-2.0	18.2	-0.9	-35.7
O=C(N/N=C/c1cccc([N+](=O)[O-])c1O)C(O)(c1ccccc1)c1ccccc1	-22.8	-7.9	0.4	-7.4	-17.3	19.1	7.1	4.3
CCn1c(=O)cc(SCC(=O)N2CCN(c3ccccc3F)CC2)c2ccccc21	-0.4	-0.9	-0.9	-13.1	-2.3	7.1	23.5	-9.3
CCOc1ccc(NC(=O)Nc2ccc3c(c2)CCC3)cc1	-14.5	1.5	3.4	0.7	4.0	4.9	9.5	-23.2
CC(C)(C)OC(=O)NCCCC[C@H](NC(=O)c1nc[nH]c1C(=O)NCC(=O)OCc1ccccc1)C(=O)OC(C)(C)C	19.3	-10.8	1.6	-8.6	1.2	11.4	17.5	-6.3
CN(c1ccc(OCCOc2ccccc2Cl)cc1)S(=O)(=O)c1ccccc1	-6.9	0.6	3.7	-0.2	-1.3	11.7	0.9	6.3
O=C(CSc1ccc(-c2nc3ccccc3[nH]2)cn1)N1CCN(C(=O)c2ccco2)CC1	16.7	8.8	-2.6	0.8	-9.7	-288.5	-6.3	0.9
Cc1cccc(OCCOc2ccc(/C=N/NC(=O)Cc3nnc(N)s3)cc2)c1	nt	-7.8	3.1	-1.6	nt	17.0	6.7	-9.6
CCOC(=O)C1CCCN(S(=O)(=O)c2nc3nc(C)cc(C)n3n2)C1 (stereo unspecified)	-18.3	-3.5	2.0	8.9	-2.8	11.1	-4.9	7.6
CC(OC(=O)C1CCCCC1)C(=O)Nc1ccc(S(N)(=O)=O)cc1 (stereo unspecified)	4.0	1.0	5.3	2.3	3.3	12.8	0.1	9.5
COc1ccccc1C(=O)NC(=O)COC(=O)Cc1ccc(F)cc1	5.6	-19.0	0.1	-14.8	-4.5	8.4	0.9	13.3
Cc1cc(=O)oc2cc(OCC(=O)NCCN3CCOCC3)c(Cl)cc12	7.1	4.8	2.4	3.1	-1.2	-95.6	1.7	0.6
CC#CC(=O)N1CCC(CO)(CCc2ccccc2)CC1	-4.1	-16.1	2.7	-10.3	-3.6	19.7	-7.4	-16.1
CCOC(=O)N/N=C/c1cn(Cc2ccccc2Cl)c2ccccc12	1.7	-4.5	2.6	-2.1	-0.6	4.1	6.1	-14.5
Cc1ccc2c(CSc3nnc(C4CC4)n3N)cc(=O)oc2c1C	7.8	4.6	1.1	-1.1	-1.2	-3.8	7.3	-10.2
CC1=CCC2C(=O)N(CCc3c[nH]c4ccccc34)C(=O)C2C1 (stereo unspecified)	-1.1	-2.6	-9.0	4.9	-5.2	-7.4	0.4	-7.7
CC1=NOC(=O)/C1=C\c1ccc(-c2ccc(Br)cc2C(=O)O)o1	5.0	-5.1	-4.2	-4.7	-7.4	-10.6	8.8	-7.0
CN(C)S(=O)(=O)c1ccc(NC(=O)CCNC(=O)c2ccc([N+](=O)[O-])cc2)cc1	3.8	3.3	3.2	4.3	-12.8	24.4	-4.6	2.0
CCCCCCN1CC(C(=O)OCC)C(=O)C1=O (stereo unspecified)	-8.2	-4.4	-3.6	-3.3	-12.5	9.2	-1.1	-6.3
COc1ccc(C(C(=O)NC2CCCC2)N(C(=O)c2snc(-c3ccc(F)cc3)c2N)c2ccccc2)cc1 (stereo unspecified)	-11.7	-1.5	-2.6	1.1	-15.5	-116.5	5.7	10.6
COc1ccc(C2(CCN)CC(C)N(C)CC2C)cc1 (stereo unspecified)	-7.7	-5.7	-6.7	11.3	-6.7	11.4	9.2	-19.0
C/C(=N\Nc1ncc(Cl)cc1Cl)c1ccccn1	1.7	nt	5.3	nt	-21.0	27.5	nt	nt
COc1ccc(-c2ccc(=O)n(CC(=O)Nc3ccc4c(c3)OCCO4)n2)cc1	-4.1	1.6	0.7	10.1	-1.5	-15.9	-0.4	5.1
CN(C)c1nc(N)c(C(=O)N=C(N)N)nc1Cl	10.4	3.7	-1.3	8.8	-1.7	-33.4	2.3	-2.3
CCc1noc(C)c1C(=O)NCCc1ccc(Cl)cc1	9.4	-8.9	1.1	1.6	-2.4	7.1	6.4	-8.5
COc1ccc(NC(=O)c2ccccc2Cl)cc1NC(=O)CN1CCOCC1	-6.7	-7.5	2.5	-12.9	-2.5	-2.3	2.2	-2.6
CC(C)OP(=O)(c1ccc(N(C)C)cc1)C(O)c1c(Cl)cccc1Cl (stereo unspecified)	-16.6	-8.8	-1.5	-10.5	-5.5	19.9	9.3	-14.8
CCCCN(C(=O)c1cnc2n(c1=O)CCS2)c1ccccc1	-19.0	-9.6	0.7	-10.3	-7.4	14.8	12.5	-16.6
CCN(c1ccccc1)S(=O)(=O)c1ccc(C(=O)Nc2ccccc2OC)cc1	11.8	-3.9	0.6	0.7	1.8	12.8	9.5	-6.0
CCOC(=O)c1cc(C(=O)OCC)cc(-n2c(C)cc(C(=O)CN3CCOCC3)c2C)c1	0.3	2.0	0.5	9.6	-7.6	-32.8	6.6	-6.2
CCOC(=O)NC1Cc2ccccc2C1Sc1ccccn1 (stereo unspecified)	2.0	-1.5	1.7	5.0	0.7	7.9	8.5	3.8
CC(C)N(C)CCOC(=O)C1COc2ccccc2O1 (stereo unspecified)	2.4	3.7	0.1	-6.3	-7.0	9.6	-13.8	-8.5
Cc1nn(C)c(C)c1C1C(C#N)=C(N)Oc2n[nH]c(C)c21 (stereo unspecified)	-6.8	-6.2	1.2	-4.9	-3.8	7.7	-6.9	-21.6
COc1ccccc1CC(=O)Nc1cc(C)ccn1	-12.5	-5.9	0.3	-0.1	0.3	16.6	-3.7	-6.5
CC(C)(C)C(=O)Oc1ccc2cc(-c3ccc4ccccc4n3)c(=O)oc2c1	0.7	7.7	-27.7	8.2	-4.5	-293.1	13.1	16.6
COc1cccc(NC(=O)CCN2C(=O)C3CC=CCC3C2=O)c1 (stereo unspecified)	-7.2	-5.5	0.1	-7.5	-5.8	-1.6	-2.1	-11.6
COC(=O)c1ccc(C(C(=O)NCc2ccccc2)N(Cc2cccs2)C(=O)c2cnccn2)cc1 (stereo unspecified)	-1.3	6.0	-5.8	-0.7	8.4	23.0	7.2	-2.2
O=S(=O)(Nc1ccc(-c2nc3cccnc3s2)cc1)c1cccs1	-46.9	22.5	-31.2	29.3	1.4	-393.4	-4.7	64.9*
O=C(Cc1ccccc1F)Nc1ccc(SC(F)F)cc1	17.4	25.6	0.6	43.3	-5.6	18.8	-10.4	60.7*
O=C(Nc1nonc1NC(=O)c1cccs1)c1cccs1	-15.1	7.4	-2.8	3.8	12.3	6.1	-2.0	14.0
Cc1cccc(N2CCN(C(=O)COc3cc4oc(=O)cc(C)c4cc3Cl)CC2)c1C	-0.6	-2.4	-0.5	-2.9	-7.0	-38.7	12.2	4.7
O=C(CSc1ccc(F)cc1)NNC(=O)c1ccccc1Br	1.5	0.8	1.3	-2.0	-4.4	16.1	-2.5	0.2

Molecules above with a thiophene ring, fused or not, in the order listed:
SMILES	PfGluPho inh	SENP8 block-1	SENP1 FRET inh	SENP7 inh	HKDC1 inhibitor	SENP8 block-2	Apaf-1 inh	SENP6 inh
CNC(=S)N(Cc1cccs1)Cc1cc2ccc(OC)cc2[nH]c1=O	16.9	-5.6	0.0	2.6	2.5	-30.3	3.8	-8.1
O=C(/C=C/c1cccs1)Nc1nncs1	-2.2	1.5	0.8	19.6	-3.4	0.9	-25.2	24.3
CCCN(C(=O)CSc1ncnc2sccc12)c1c(N)n(Cc2ccccc2)c(=O)[nH]c1=O	15.8	-4.5	-19.8	4.2	-4.6	-20.5	-0.7	-16.6
N#Cc1c(Nc2ccccc2)sc(C(=O)C2CC2)c1N	5.7	-2.1	0.8	1.6	-15.6	8.9	2.8	7.8
COC(=O)c1ccc(C(C(=O)NCc2ccccc2)N(Cc2cccs2)C(=O)c2cnccn2)cc1 (stereo unspecified)	-1.3	6.0	-5.8	-0.7	8.4	23.0	7.2	-2.2
O=S(=O)(Nc1ccc(-c2nc3cccnc3s2)cc1)c1cccs1	-46.9	22.5	-31.2	29.3	1.4	-393.4	-4.7	64.9*
O=C(Nc1nonc1NC(=O)c1cccs1)c1cccs1	-15.1	7.4	-2.8	3.8	12.3	6.1	-2.0	14.0
